eIF4E 4G PPI: inhibitors of eIF4E and eIF4G interaction in translation initiation. P63073+Q04637. TR-FRET eIF4E-eIF4GI(517-606) binding, 2 h. inhibition, % at 21.7 µM. hit rate 0.37% among 220,000. AID 782;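 active means inhibition above about 30%, limit read from the data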;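 further: 0% = full FRET control wells and 100% = background wells lacking eIF4GI fragment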
PGE2 EP2 inh: inhibitors of human EP2 prostaglandin E2 receptor | C6 glioma cells expressing human EP2, cAMP TR-FRET; cells stimulated with saturating PGE2 | hit rate 0.52% among 260,000 | P43116 | inhibition, % at 25 µM;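 active means percent inhibition above 40 after rounding to a whole number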;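 further: rat C6 glioma host cells with rolipram phosphodiesterase inhibitor present; the protocol text gives 20 µM as final concentration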
Target sequence (P43116 whole entry, looked up): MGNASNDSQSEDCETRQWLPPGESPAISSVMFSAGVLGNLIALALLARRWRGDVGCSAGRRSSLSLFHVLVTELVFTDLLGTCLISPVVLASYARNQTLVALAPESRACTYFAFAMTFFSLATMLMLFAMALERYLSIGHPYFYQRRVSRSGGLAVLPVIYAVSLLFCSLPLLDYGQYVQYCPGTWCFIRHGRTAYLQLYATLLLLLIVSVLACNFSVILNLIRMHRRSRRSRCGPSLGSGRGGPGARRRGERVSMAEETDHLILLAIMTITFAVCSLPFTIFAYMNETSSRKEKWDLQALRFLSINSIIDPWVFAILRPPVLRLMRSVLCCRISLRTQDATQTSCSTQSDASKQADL
EP2 mod: modulates human prostaglandin E2 receptor EP2 signaling. P43116. EP2-expressing cells, cAMP HTRF FRET, PGE2 co-stimulation. induction, % at 25 µM. hit rate 0.83% among 260,000. AID 940;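 active means compounds whose cAMP rise, as percent of the full-agonist control response, exceeds 60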;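 further: rat C6 glioma line stably carrying human EP2 under a CMV promoter; the protocol text gives 20 µM as final concentration; 100% = response of wells given 1 µM PGE2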
14-3-3 Bad PPI: disrupts binding of bovine 14-3-3 zeta to phospho-Bad peptide; inhibition, % at 21.7 µM; P63103; hit rate 0.71% among 220,000; TR-FRET 14-3-3zeta/Dy647-pBad peptide displacement, 1 h;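 active means inhibition above about 70%, limit read from the data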;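 further: 0% = full 14-3-3 plus peptide FRET controls and 100% = background without 14-3-3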
Target sequence (P63103 whole entry, looked up): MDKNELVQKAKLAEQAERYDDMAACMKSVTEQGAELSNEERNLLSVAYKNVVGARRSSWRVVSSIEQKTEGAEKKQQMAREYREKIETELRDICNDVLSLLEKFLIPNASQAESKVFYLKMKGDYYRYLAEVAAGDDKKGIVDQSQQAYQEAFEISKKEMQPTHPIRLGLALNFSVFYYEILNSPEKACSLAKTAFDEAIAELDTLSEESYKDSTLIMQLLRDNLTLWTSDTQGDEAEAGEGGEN
zVAD death inh: blocks zVAD induced death of L929 cells; L929 zVAD necroptosis rescue, ATP luminescence, 24 h; with zVAD 60 µM; viability rescue, % at 10 µM; hit rate 0.38% among 220,000;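 active means activation, scaled between plate controls, above about 75%, limit read from the data; inactive means activation under that limit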;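 further: 0% = zVAD with DMSO and 100% = DMSO alone without zVAD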
Hck Nef HTS: blocks Nef-activated human Hck kinase; P08631; Recombinant Hck-YEEI plus Nef, Z-Lyte FRET kinase assay; inhibition, % at 20 µM; hit rate 0.68% among 220,000; AID 463187;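 active means Hck-Nef kinase inhibition above about 50%, limit read from the data; inactive means inhibition below that limit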;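 further: 0% = DMSO with Hck plus Nef and 100% = Hck alone without Nef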
Calpain2 inh: calpain II (pig) inhibition; purified calpain II, fluorogenic peptide substrate, 30 min; inhibition, % at 16 µM; hit rate 0.37% among 220,000;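 active means inhibition above about 50%, limit read from the data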
Rad51 HR inh: blocks human Rad51 in homologous recombination. Q06609. hRad51 DNA strand exchange, fluorescence dequenching. inhibition, % at 10 µM. hit rate 0.085% among 200,000. AID 1385;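 active means inhibition above 40% at the single screening dose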;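 further: 0% = DMSO control wells and 100% = blanks with heterologous ssDNA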
Target sequence (Q06609 whole entry, looked up): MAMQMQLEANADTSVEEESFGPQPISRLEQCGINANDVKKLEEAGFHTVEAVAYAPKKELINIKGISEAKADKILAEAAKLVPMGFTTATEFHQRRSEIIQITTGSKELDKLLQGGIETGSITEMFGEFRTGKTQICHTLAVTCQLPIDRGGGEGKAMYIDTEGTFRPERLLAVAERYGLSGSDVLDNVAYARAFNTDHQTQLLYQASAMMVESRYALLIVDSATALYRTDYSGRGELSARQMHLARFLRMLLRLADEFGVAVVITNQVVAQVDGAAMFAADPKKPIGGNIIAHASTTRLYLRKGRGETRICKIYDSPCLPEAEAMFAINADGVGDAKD
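material = hRad51 filaments on single-stranded DNA | timing = filaments 15 min 37 °C, then compound 30 min | signal = FRET fluorescence dequenching, excitation 485 nm, emission 520 nm | benchmarks = control wells and blank wells on each plate | evaluation = percent inhibition relative to plate controls and blanks | compound = 10 µM final, single point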
Tb hexokinase: blocks Trypanosoma brucei hexokinase 1 activity; recombinant TbHK1, G6PDH-coupled NADH A340; inhibition, % at 10 µM; hit rate 0.11% among 220,000;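 active means inhibition of 50% or more in the single-dose primary screen; inactive means inhibition below 50%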
The depositor's hits bear a star; i = inactive; x = not tested or not shown; & = joins results of further samples; [ ] = remark or other dose. These rows are one share of the data; the hit share may differ from the screen's.

Every second line gives: eIF4E 4G PPI, PGE2 EP2 inh, EP2 mod, 14-3-3 Bad PPI, zVAD death inh, Hck Nef HTS, Calpain2 inh, Rad51 HR inh, Tb hexokinase
Cc1ccc(C(=O)Nc2cccc(C(=O)NCc3ccccc3)c2)cc1
 : -3, 7, -31, -13[fluorescence artefact?], 1.5, 13, -7, 13, 36
COCCn1c(SCC(=O)Nc2nc(C)c(Cl)cc2Cl)nc2ccccc21
 : 3, 14, 15, -12, 0.0, 2, -3, -8, 0
Cc1ccc(N(CC(=O)NCc2ccc3c(c2)OCO3)S(C)(=O)=O)cc1
 : -5, 10, 6, -11, -0.2, 1, -15, 4, 1
Cn1nc(C(=O)N2CCN(S(=O)(=O)/C=C/c3ccccc3)CC2)c2ccccc2c1=O
 : 2, 6, -6, 1[fluorescence artefact?], 0.1, 3, -4, -2, -6
c1ccc(CCNc2ncnc3nc[nH]c23)cc1
 : 6, 12, 1, -2[fluorescence artefact?], -0.4, 1, -12, x, 5
CCOC(=O)c1ccc(S(=O)(=O)N2CCC(C(=O)O)CC2)cc1
 : 4, 7, 9, 1, 0.7, 5, 20, 4, -3
O=C(Cn1c(=O)c(=O)n(Cc2ccccc2)c2ccc(Cl)cc21)Nc1cccc(F)c1
 : -2, 8, -1, 17[fluorescence artefact?], 2.0, 1, -21, -4, 5
COCCn1c(SCC(=O)c2ccc(F)cc2)nnc1C(C)C
 : 0, 8&9, 6&-26, -8, 0.3, -4, 16, -12, 0
O=C(NCc1cccc(C(F)(F)F)c1)C1CC(c2c(Cl)cccc2Cl)=NO1 (stereo not drawn)
 : 0, 10, -14, 19, -0.1, 0, 26, 4, 6
CCOC(=O)CSc1ccc(S(=O)(=O)N(CC)CC)cc1[N+](=O)[O-]
 : 2, 3, 1, -12, 0.2, 1, 4, x, -12
O=C(Nc1cnccc1C(F)(F)F)NC1CCCCC1
 : 1, 14, 7, -3, 0.7, 9, -15, -9, -3
Nc1[nH]n(-c2ccccc2)c(=O)c1N=Nc1ccc2c(c1)OCCO2
 : -2, 6, -12, -15, 1.4, 1, 0, 9, -3
COc1ccnc(Oc2cc(Cl)cc(Cl)c2)c1C#N
 : 2, 4, 2, -15, -0.3, -4, -23, 24, 2
OC(CCN1CCCCC1)(c1ccccc1)c1ccccc1
 : 2, 17&9&10, 5&-3&14, 2, 0.8, -1, -6, -1, 6
COc1ccccc1Nc1nc(N)nc(CSc2nc(C)cc(C)n2)n1
 : 0[fluorescence artefact?], 11, 15, 4[fluorescence artefact?], 3.0, 2, 6, -12, 1
Cc1csc(NC(=O)c2ccccc2C(=O)O)n1
 : 4, 7, 4, -2, -0.1, 0, -24, 0, -2
O=C(O)[C@H](Cc1ccccc1)N1C(=O)c2ccncc2C1=O
 : -1[fluorescence artefact?], 5, 20, 6[fluorescence artefact?], 0.6, 2, -22, -1, -9
O=C(Cc1sc(-c2ccccc2Cl)nc1-c1ccccc1)Nc1ccccc1
 : -4, 11, 11, -16[fluorescence artefact?], 0.3, 0, 28, 3, 15
CN1CCN(S(=O)(=O)c2ccc(NC(=O)C3CCCCC3)cc2)CC1
 : -5[fluorescence artefact?], 11, 11, -8, 0.7, 2, -27, 1, 3
C[C@H](NC(=O)c1ccco1)C(=O)Nc1ccc(S(=O)(=O)N2CCCC2)cc1
 : 1, 9, 9, -2, 0.7, -17, -3, 7, 0

The last two compounds of the part above lead into the next.
Every second line gives: eIF4E 4G PPI, PGE2 EP2 inh, EP2 mod, 14-3-3 Bad PPI, zVAD death inh, Hck Nef HTS, Calpain2 inh, Rad51 HR inh, Tb hexokinase
CN1CCN(S(=O)(=O)c2ccc(NC(=O)C3CCCCC3)cc2)CC1
 : -5[fluorescence artefact?], 11, 11, -8, 0.7, 2, -27, 1, 3
C[C@H](NC(=O)c1ccco1)C(=O)Nc1ccc(S(=O)(=O)N2CCCC2)cc1
 : 1, 9, 9, -2, 0.7, -17, -3, 7, 0
Cc1ccc2c(c1)C=CC(C#N)N2C(=O)c1ccccc1 (stereo not drawn)
 : 0, 7, 34, 31[fluorescence artefact?], -1.3, -1, 18, x, 12
O=C(O)c1ccc2c(c1)ncn2C1CCCCC1
 : x, -3, 7, x, -0.2, -2, -30, 7, -8
O=C(Cc1ccccc1)NN1C(=O)C2C3C=CC(C3)C2C1=O (stereo not drawn)
 : 0, 21, 14, 7, 0.3, 1, 4, 1, 0
Cc1ccc(S(=O)(=O)Cn2nnnc2CN2CCOCC2)cc1
 : -1, 6, 21, 12, -0.3, -1, 3, -4, -1
N#C/C(=C\c1ccc(Sc2ccc(Cl)cc2)o1)c1nc2ccccc2[nH]1
 : -1[fluorescence artefact?], 3, -16, 0, 3.4, 1, -39, -7, 2
CCNc1ccc(C(=O)OCC(=O)N(Cc2ccccc2)C(C)(C)C)cc1[N+](=O)[O-]
 : 6, 8, 19, 5[fluorescence artefact?], 0.0, 3, 12, 1, -3
CC(C)(C)OC(=O)CC[C@@H](C(=O)N1CCN(C(=O)OC(C)(C)C)CC1)n1cc(C(CO)NC(=O)OC(C)(C)C)nn1 (stereo partly drawn)
 : -3, 18, -8, 1, -0.2, -11, -13, 5, -14
COc1cc(-c2nnc(SCC3(c4ccc(Br)cc4)OCCO3)o2)cc(OC)c1OC
 : 3, 6, -22, -9, 0.1, -1, -26, -8, -2
Cc1cc(/C=N/Nc2ccc([N+](=O)[O-])cn2)c(C)n1-c1ccccc1
 : -27[fluorescence artefact?], 11, 24, 33[fluorescence artefact?], 0.1, 0, -81, -19, -4
COc1cc2c(C(=O)NCCN(C)C)cn(CC(C)C)c(=O)c2cc1OC
 : 2, 6, 26, 3, 0.7, 22, -13, -6, -12
N/C(=N\OC(=O)C1CCCCC1)c1cccnc1
 : -5[fluorescence artefact?], 5, 9, -1[fluorescence artefact?], 0.1, 0, 1, -2, 0
O=C(c1ccccc1)N1CCSC1=S
 : -3, 6&6, 21&29, 7[fluorescence artefact?], -0.2, -1, -8, -1, 0
Cc1ccc(/C=C(\C#N)C(=O)NC(C)C)o1
 : 2, 26, -14, -1, 0.8, 5, -1, 0, -33
CCCOP(=O)(OCCC)C(Nc1ccc(C(C)C)cc1)c1ccc([N+](=O)[O-])cc1 (stereo not drawn)
 : -6, x, 16, 7, 0.3, 1, 25, x, -3
Cc1ccc(OCCNS(=O)(=O)c2ccc(N3CCCC3=O)cc2)cc1C
 : -3, 11, -29, -6, 0.4, 1, 0, -4, -1
O=S(=O)(c1cccc2nonc12)N1CCN(c2cccc(Cl)c2)CC1
 : -2, 8, -56, 7[fluorescence artefact?], 0.1, 2, 0, -14, 3
CCOC(=O)C1CCCN(S(=O)(=O)c2cn(C)c(=O)n(C)c2=O)C1 (stereo not drawn)
 : 3[fluorescence artefact?], 9, -32, 9, 0.3, 1, 13, -8, 3
Cc1c(=O)n(OCc2ccccc2F)c2ccccc2[n+]1[O-]
 : 1, 16, -2, 14[fluorescence artefact?], -0.1, 1, 73*, -1, -8
COc1ccc(Nc2nc(Cl)c(C=O)s2)cc1
 : -1, 5, -49, -5, 0.3, 28, -24, -50, -24
C[C@@H]1O[C@@H](OC[C@H]2O[C@@H](Oc3c(-c4ccc(O)c(O)c4)oc4cc(O)cc(O)c4c3=O)[C@H](O)[C@@H](O)[C@@H]2O)[C@H](O)[C@H](O)[C@H]1O
 : -4, 18, x, 8, x, x, 16, 9, x

Molecules above with an aryl methoxy group (5):
Every second line gives: eIF4E 4G PPI, PGE2 EP2 inh, EP2 mod, 14-3-3 Bad PPI, zVAD death inh, Hck Nef HTS, Calpain2 inh, Rad51 HR inh, Tb hexokinase
COc1ccnc(Oc2cc(Cl)cc(Cl)c2)c1C#N
 : 2, 4, 2, -15, -0.3, -4, -23, 24, 2
COc1ccccc1Nc1nc(N)nc(CSc2nc(C)cc(C)n2)n1
 : 0[fluorescence artefact?], 11, 15, 4[fluorescence artefact?], 3.0, 2, 6, -12, 1
COc1cc(-c2nnc(SCC3(c4ccc(Br)cc4)OCCO3)o2)cc(OC)c1OC
 : 3, 6, -22, -9, 0.1, -1, -26, -8, -2
COc1cc2c(C(=O)NCCN(C)C)cn(CC(C)C)c(=O)c2cc1OC
 : 2, 6, 26, 3, 0.7, 22, -13, -6, -12
COc1ccc(Nc2nc(Cl)c(C=O)s2)cc1
 : -1, 5, -49, -5, 0.3, 28, -24, -50, -24

The list continues.
molecule	eIF4E 4G PPI	PGE2 EP2 inh	EP2 mod	14-3-3 Bad PPI	zVAD death inh	Hck Nef HTS	Calpain2 inh	Rad51 HR inh	Tb hexokinase
O=C(COC(=O)CNC(=O)c1cccc(F)c1)NCCC1=CCCCC1	4	10	29	-5	1.9	0	-5	-6	-7
CNC(=S)N1N=C2c3ccccc3CCC2C1c1ccccc1Cl (stereo not drawn)	-14	10	22	-11	0.9	0	7	18	-15
O=C(O)/C=C/C(=O)Nc1ccc(-c2ccccc2)cc1	-2&2	18&9	-13&7	-2&-17	0.5&2.7	6&-2	-5&-9	20&3	-6&21
CC1CCCCC1NC(=O)C1CCC(CNc2c(N3CCCCC3)c(=O)c2=O)CC1 (stereo not drawn)	3	5	20	-4	0.8	30	22	-3	-7
CC(=O)c1c(C)[nH]c(C(=O)N2CCN(c3cc(Cl)ccc3C)CC2)c1C	1	10	-8	5	-0.1	0	27	-1	-12
Cn1c(C(O)c2ccc(Cl)cc2)nc(Cl)c1Cl (stereo not drawn)	5	5	23	-19	1.3	1	13	-3	3
C=CCOc1ccc(C2C(C(=O)c3cccs3)=C(O)C(=O)N2c2nnc(C)s2)cc1 (stereo not drawn)	x	19	x	x	0.3	0	x	i	-7
C/C(N)=C(/C#N)C(=O)COC(=O)CCS(=O)(=O)c1ccccc1	1	x	19	-4	-0.1	-20	-4	x	-1
CC(C)c1nc2oc3c(=O)[nH]cnc3c2c2c1COC(C)(C)C2	4	8	18	5	-0.2	4	-9	14	-4
O=C(Nc1ccc([N+](=O)[O-])cc1Br)c1cccnc1	2	5	-27	38	0.8	3	34	2	31
O=C(N/N=C/c1ccco1)c1cc(=O)[nH]c2ccccc12	0	6	-14	-12	3.0	-5	-27	1	-9
O=C(Nc1ccccc1)Nc1nnc(-c2ccccc2)o1	-8	9	-4	-4	1.4	-2	-13	-8	-7
